Sm TGR inh: qHTS Assay for the Inhibitors of Schistosoma Mansoni Peroxiredoxins; Schistosoma mansoni thioredoxin glutathione reductase (TGR), Q962Y6; hit rate 3% among 360,000; Potency, µM (series often up to 114 µM), inactives show at the top dose activity change, negative = inhibition, hits mostly inhibitors; purified TGR, DTNB reduction, TNB absorbance 405 nm; also: nearly all actives have a fitted effect of over 60% in size
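TGR 20 nM + NADPH 100 uM (dispensed conc.), cpd preinc 15 min RT; start with NADPH (500 uM addition) then DTNB (15 mM addition). Kinetic TNB absorbance, 405 nm filter. Four-parameter Hill fit across titration.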
TbPYK inhibitor: qHTS of Trypanosoma Brucei Inhibitors. AID 624173, 2012. hit rate 0.12% among 410,000. TbPYK enzyme, Kinase-Glo Plus ATP luminescence, 45 min. Potency, µM (titrated, usually from 76.8 µM), without a hit: top-dose activity, negative = inhibition, most hits filed as inhibitors. pyruvate kinase (Trypanosoma brucei), Q57TT1; also: nearly all actives have a fitted effect of over 50% in size
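Glycolytic pyruvate kinase of T. brucei was incubated with substrate, test compound and 130 uM ADP for 45 minutes at room temperature. Luminescent Kinase-Glo Plus signal was measured after 10 minutes.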
Numbers without * were called inactive; ? = inconclusive; [ ] = another dose, or the depositor's remark. Calls follow the shape of the dose curve; as a rule, active = well fitted curve in the direction sought with a large enough effect; inconclusive = small, poorly fitted or top-dose-only effect, or another doubt; inactive = no such curve, though single readings can be large; an effect the other way counts as inactive or inconclusive. % is scaled to controls: 0 for no effect and ±100 for the full control effect; potency is read from the fitted curve at half-maximal effect.

SMILES	Sm TGR inh	TbPYK inhibitor
COc1ccc(C)cc1NC(=O)CSc1nc(=O)n(Cc2ccccn2)c2c1CCC2	-10.5%	3.5%
COC(=O)c1ccc2c(c1)N(CC(=O)Nc1ccc(OC)c(Cl)c1)C(=O)c1ccccc1S2	-0.4%	7.4%
CC(C)(C)C(=O)N1CCN(c2nc3c(F)cccc3s2)CC1	-0.6%	-15.7%
CCc1cccc(N2C(=O)CSC23C(=O)Nc2ccccc23)c1 (stereo unspecified)	-1.4%	-2.5%
NC(=O)CSc1nc2ccc(NC(=O)COc3ccccc3)cc2s1	-1.1%	7.3%
CC(=O)Nc1cccc(NC(=O)c2cc3c(=O)n4cccc(C)c4nc3n2C)c1	-10.7%	5.0%
Cc1ccc(CSc2cn(CC(=O)N3CCCC3)c3ccccc23)cc1	3.2%	12.8%
Cc1ccc(NC(=O)Cn2cc3c(n2)CCCCC3)cc1	-12.5%	-6.5%
CCCCOC(=O)/C(C#N)=C\c1ccc(-c2ccc(Cl)cc2)o1	5.2%	1.5%
O=C(Nc1ccc(Br)cc1)C1CCN(c2ncccn2)CC1	14.8%	-2.1%
CC(C)(C)c1ccc(C(=O)NNc2ncnc3c2cnn3-c2ccc(Cl)cc2)cc1	3.5%	0.3%
COc1ccc(-c2c3c(=O)n(C)c(=O)n(C)c3c3c(C)nc4ccccc4n23)cc1	-5.9%	0.2%
Fc1ccc(NCc2cccn2-c2nnc(N3CCOCC3)s2)cc1	-1.6%	0.6%
Cc1cc(Cl)ccc1NC(=O)c1cc2ccccn2n1	0.9%	-0.3%
Cc1nn2c(C(F)(F)F)cc(-c3ccc(OC(C)C)cc3)nc2c1C#N	9.6%	0.2%
COc1cc(NC(=O)CCc2nc3cccnc3n2Cc2cccs2)cc(OC)c1OC	-2.4%	4.5%
COc1ccc(CCNC(=O)Cn2ccc3cc(S(=O)(=O)N4CCCCC4)ccc32)cc1OC	0.7%	2.5%
Cc1cccc(CNC(=O)c2ccc(-c3nc(CS(=O)(=O)c4ccccc4)c(C)o3)cc2)c1	?	-12.3%
COc1ccc(-c2onc(C)c2C)cc1S(=O)(=O)Nc1cc(Cl)ccc1C	-5.8%	-10.8%
CCCN(CCC)C(=O)C1CCN(c2cc(C)nc3c(-c4ccc(Cl)cc4)c(C)nn23)CC1	4.9%	0.2%
O=C(CN1C(=O)CC(c2ccco2)Sc2ccccc21)Nc1ccc(OC(F)(F)F)cc1 (stereo unspecified)	-6.7%	-5.9%
Cc1cccc(N2CCN(S(=O)(=O)c3ccc(F)c(C(=O)Nc4ccc(C(C)C)cc4)c3)CC2)c1C	10.3%	-0.6%
COc1ccccc1NC(=O)CN1C(=O)C(c2ccc(F)cc2)=NC1(C)C	6.1%	0.1%
CCC(C(=O)O)n1ccc2cc(S(=O)(=O)N3CCCCC3)ccc21 (stereo unspecified)	-8.9%	-0.7%
CCn1cc(S(=O)(=O)c2cc(C)cc(C)c2)c(=O)c2cc(F)c(N3CCCCC3)cc21	-3.1%	-4.5%
Cc1ccc(NC(=O)c2cnc(SCC(=O)N3CCOCC3)n(C)c2=O)cc1C	-0.9%	1.8%
CCOc1ccc(S(=O)(=O)N2CCN(c3c(C)cccc3C)CC2)c2ccccc12	5.3%	3.5%
Cc1ccc(C)c(N2CCN(c3nc4ccc(C)cc4nc3-n3nc(C)cc3C)CC2)c1	0.2%	-3.4%
COc1ccc(NC(=O)C(=O)NCC(c2ccc3c(c2)OCO3)N2CCN(C)CC2)cc1 (stereo unspecified)	10.9%	-0.6%[15.4 µM]
O=C(CCCCn1c(=O)c2ccccc2n(Cc2ccccc2F)c1=O)NCc1ccc2c(c1)OCO2	0.4%	8.9%

In a second layout: three of the compounds above
canonical_smiles,Sm TGR inh,TbPYK inhibitor
Cc1cccc(CNC(=O)c2ccc(-c3nc(CS(=O)(=O)c4ccccc4)c(C)o3)cc2)c1,?,-12.3%
COc1ccc(-c2onc(C)c2C)cc1S(=O)(=O)Nc1cc(Cl)ccc1C,-5.8%,-10.8%
CCCN(CCC)C(=O)C1CCN(c2cc(C)nc3c(-c4ccc(Cl)cc4)c(C)nn23)CC1,4.9%,0.2%

(next part)
SMILES	Sm TGR inh	TbPYK inhibitor
CCOc1ccc(NS(=O)(=O)c2ccc(NC(=O)N3CCCC3)cc2)cc1	-1.5%	0.4%
COc1cc(CNC(=O)c2ccc3nc(CCc4ccccc4)oc3c2)cc(OC)c1OC	2.4%	-6.0%
COc1cccc(CNc2nccn(-c3ccc(OC)c(OC)c3)c2=O)c1	10.1%	0.7%
COc1cccc(NC(=O)CN2C(=O)C3(SCC(=O)N3c3cc(C)cc(C)c3)c3ccccc32)c1 (stereo unspecified)	-5.9%	-3.2%
CCc1ccc(-n2nc(C)c3c2NC(=O)CSC3c2ccc(OC)cc2OC)cc1 (stereo unspecified)	0.1%	-4.5%
Cc1ccc(-c2cc(C(=O)OCC(=O)c3ccccc3)c3cccc(Cl)c3n2)cc1	-0.8%	-0.4%
Cc1ccc(CNC(=O)CN(c2ccc(Cl)cc2Cl)S(=O)(=O)c2ccccc2)cc1	-10.9%	2.6%
CCOC(=O)c1c(S(=O)(=O)N2CCC(C(=O)Nc3ccc(F)cc3F)CC2)c(C)n(C)c1C	-2.7%	0.0%
Cc1cccc(NC(=O)COc2ccc3oc4c(c3c2)CCCC4)c1	1.0%	3.4%
CCN(CC)CCNC(=O)C1CCN(c2nn3cc(-c4ccc(F)cc4)nc3s2)CC1	4.6%	-4.4%[15.4 µM]
COc1ccccc1CNC(=O)CCn1c(=O)c2ccccc2n(CC(=O)Nc2ccc(Br)cc2F)c1=O	-1.6%	4.2%
CCOC(=O)COc1ccc(/C=C(\C#N)c2nc3ccc(C)cc3[nH]2)cc1OC	3.1%	-14.2%
COc1ccc(CCNc2nc3c(c(=O)n(C)c(=O)n3C)n2Cc2ccccc2Cl)cc1OC	0.4%	2.2%
Cc1ccccc1Cn1c(=O)n(CCc2ccccc2)c(=O)c2sc3ccccc3c21	-2.3%	-0.1%
CCc1ccc(S(=O)(=O)Nc2cccc(-c3ccc(N4CCC(C)CC4)nn3)c2)s1	-2.3%	0.0%
Cc1c(Cl)cccc1NC(=O)c1oc2ccc(S(=O)(=O)N3CCCCCC3)cc2c1C	-4.4%	1.9%
CC(C)Nc1nc2c(S(=O)(=O)c3cccc(Cl)c3)nnn2c2ccsc12	1.3%	-2.6%
Cc1ccc(-n2c(SCC(=O)c3ccccc3)nc3c([nH]c4ccccc43)c2=O)cc1	6.9%	-0.3%
COc1ccc(-c2oc3ncn4nc(COc5ccc(C)cc5)nc4c3c2-c2ccc(OC)cc2)cc1	2.5%	2.4%
O=C1c2[nH]nc(-c3ccc(F)cc3)c2C(c2ccccc2F)N1c1ccccc1 (stereo unspecified)	0.4%	7.8%
CC(=O)c1ccc(NC(=O)CCc2c(C)nn(-c3ccc4nnc(C)n4n3)c2C)cc1	-2.3%	-0.8%
COc1ccc(NC(=O)CSc2nc3ccccc3[nH]2)cc1	5.0%	-3.4%
COc1ccc(-c2nc3n(n2)C(=O)CC(c2ccc(Cl)cc2)S3)cc1 (stereo unspecified)	2.6%	0.0%
CCn1c(CNC(=O)c2ccc(OC)cc2)nnc1SCC(=O)Nc1ccc(OC)cc1	8.9%	-2.5%
Cc1cc(C)cc(NC(=O)Cn2c(C)cc(C)c(C#N)c2=O)c1	2.5%	-5.3%
CCn1c(=O)c2cc(C(=O)NCCCN(C)Cc3ccccc3)sc2c2ccccc21	-35.2%	-0.7%
COc1ccc(C)cc1NS(=O)(=O)c1c(C(=O)N2CCCCCC2)c(C)n(C)c1C	5.62µM*	3.5%
Cc1cccc(OCCCn2c(CCNC(=O)C(C)(C)C)nc3ccccc32)c1	-0.1%	2.9%
COc1ccccc1-c1nn(CCC(=O)Nc2ccc(C)cc2)c2nc(C)cc(C)c12	-3.6%	3.3%
Cc1ccc(S(=O)(=O)c2nnn3c2nc(NC(C)C)c2cc(Cl)ccc23)cc1C	4.8%	0.2%

Laid out differently: 5 of the compounds above
SMILES | Sm TGR inh | TbPYK inhibitor
COc1ccc(NC(=O)CSc2nc3ccccc3[nH]2)cc1 | 5.0% | -3.4%
Cc1c(Cl)cccc1NC(=O)c1oc2ccc(S(=O)(=O)N3CCCCCC3)cc2c1C | -4.4% | 1.9%
CC(=O)c1ccc(NC(=O)CCc2c(C)nn(-c3ccc4nnc(C)n4n3)c2C)cc1 | -2.3% | -0.8%
Cc1cc(C)cc(NC(=O)Cn2c(C)cc(C)c(C#N)c2=O)c1 | 2.5% | -5.3%
COc1ccc(C)cc1NS(=O)(=O)c1c(C(=O)N2CCCCCC2)c(C)n(C)c1C | 5.62µM* | 3.5%

(continued)
SMILES	Sm TGR inh	TbPYK inhibitor
Cc1nn(-c2ccc3nncn3n2)c(C)c1CCC(=O)Nc1ccc(OC(F)(F)F)cc1	1.1%	5.9%
Cc1cccc(N2CCN(C(=O)C3CCN(C(=O)c4cc5sccc5n4C)CC3)CC2)c1C	-2.4%	0.2%
Cc1ccnc(NC(c2ccccc2F)c2ccc3cccnc3c2O)c1 (stereo unspecified)	2.24µM*	17.5%
COc1ccc(C2Nc3ccccc3-c3nnc(SC)nc3O2)cc1C (stereo unspecified)	-0.3%	2.7%
Cc1c(C(=O)N2CCCCCC2)c(S(=O)(=O)NCc2ccccc2)c(C)n1C	0.7%	-7.2%
O=C(Nc1cccc(C(F)(F)F)c1)c1cc2nc(-c3ccc4c(c3)OCO4)cc(C(F)(F)F)n2n1	14.2%	-2.1%
COc1cc(NC(=O)CSc2nc3nc(C)c(Cc4ccccc4)c(C)n3n2)cc(OC)c1OC	5.4%	0.3%
CCN1CCN(CCCNC(=O)Cn2nc(C)n3c(cc4c(OC)cccc43)c2=O)CC1	9.6%	-4.6%
Cc1ccccc1NC(=O)CSC1=Nc2ccccc2C2=NC(Cc3ccccc3)C(=O)N12 (stereo unspecified)	5.2%	-13.8%
N#Cc1ccccc1NC(=O)CSc1nc(-c2ccccc2)cc(C(F)(F)F)c1C#N	5.3%	2.4%
CCc1ccc2oc(C(=O)Nc3cccc(C(F)(F)F)c3)cc(=O)c2c1	4.8%	-0.4%
NS(=O)(=O)c1ccc(CCNC(=O)c2ccc3nc(CCc4ccccc4)oc3c2)cc1	1.1%	2.0%
CN1C(=O)c2ccccc2Sc2ccc(NC(=O)Cc3ccc(Cl)cc3)cc21	2.5%	5.8%
CCN(Cc1ccccc1)C(=O)Cn1ncc2c(=O)oc3ccc(C)cc3c21	4.0%	-7.7%
CCOc1ccc(CCNC(=O)c2cc3c(-c4ccccc4F)nn(C)c3s2)cc1	3.6%	1.5%
COc1ccccc1CNc1nc2ccc(Cl)cc2n2cnnc12	-0.7%	11.4%
Cn1nc(-c2ccc(OCC(=O)Nc3cccc(C(F)(F)F)c3)cc2)c2ccccc2c1=O	-1.7%	3.5%

In a second layout: entries from further up.
| Molecule | Sm TGR inh | TbPYK inhibitor |
| --- | --- | --- |
| COc1ccc(NC(=O)C(=O)NCC(c2ccc3c(c2)OCO3)N2CCN(C)CC2)cc1 (stereo unspecified) | 10.9% | -0.6%[15.4 µM] |
| O=C(CCCCn1c(=O)c2ccccc2n(Cc2ccccc2F)c1=O)NCc1ccc2c(c1)OCO2 | 0.4% | 8.9% |
| CCOc1ccc(NS(=O)(=O)c2ccc(NC(=O)N3CCCC3)cc2)cc1 | -1.5% | 0.4% |

Compound activity: PubChem BioAssay, National Center for Advancing Translational Sciences (NCATS)

Only part of the results is shown; the hit share may differ from the screen's.
